ASM inhibitor – inhibitors of human secretory acid sphingomyelinase; P17405; placental ASM, HMU-PC fluorogenic substrate, 60 min; Potency, µM (top dose mostly 57.5 µM), inactives show at the top dose activity change, negative = inhibition, hits mostly inhibitors; 340,000 tested, 0.006% active; AID 504937; note: potency is the fitted concentration of half-maximal effect
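Human placenta-derived ASM preincubated with compound 10 min at room temperature, then reacted with 9 uM (final) fluorogenic HMU-PC substrate for 60 min at 37 C. Stop solution raises pH to 10; fluorescence read at Ex 386/Em 447 nm.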
PKM2 act – PKM2 (human) enzyme activation | P14618 | purified PKM2, Kinase-Glo ATP luminescence, activation; response scale: 0% is enzyme alone, no compound | Potency, µM (series often up to 57.5 µM), for the others: at the top dose activation, most hits filed as activators | 260,000 tested, 0.34% active | AID 1631; note: potency is the fitted concentration of half-maximal effect; % is set by controls: 0 for no effect and ±100 for the full control effect; nearly all actives have a fitted effect of over 55% in size
Target sequence (P14618 whole entry, looked up): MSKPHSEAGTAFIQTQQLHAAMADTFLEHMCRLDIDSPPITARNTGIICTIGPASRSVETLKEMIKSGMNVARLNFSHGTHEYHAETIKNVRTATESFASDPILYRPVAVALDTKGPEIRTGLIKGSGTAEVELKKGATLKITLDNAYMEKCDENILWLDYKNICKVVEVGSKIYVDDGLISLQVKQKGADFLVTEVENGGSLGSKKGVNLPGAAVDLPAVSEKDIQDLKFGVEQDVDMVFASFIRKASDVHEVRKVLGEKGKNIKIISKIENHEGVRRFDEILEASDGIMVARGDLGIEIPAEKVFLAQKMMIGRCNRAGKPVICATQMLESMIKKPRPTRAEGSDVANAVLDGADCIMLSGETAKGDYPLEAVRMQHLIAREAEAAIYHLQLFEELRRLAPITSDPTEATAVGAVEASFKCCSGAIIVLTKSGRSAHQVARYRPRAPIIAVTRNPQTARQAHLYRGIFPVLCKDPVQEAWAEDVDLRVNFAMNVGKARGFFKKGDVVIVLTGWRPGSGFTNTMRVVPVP
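ATP formation by purified human PK-M2, quantified via coupled luciferase luminescence after 1 h at room temperature with 0.1 mM ADP and 0.5 mM PEP final.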
TSHR antag – human thyrotropin receptor antagonism; P16473; TSHR-expressing cells, TSH-stimulated cAMP HTRF, 2 h; active compounds read low; activity change, negative = inhibition, % at 11.5 µM; 330,000 tested, 0.2% active;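 active = activity change below a set negative limit, meaning inhibition stronger than a set level, cut at about -70% in these data; inconclusive = activity change between two set negative limits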; note: % is set by controls: 0 for no effect and ±100 for the full control effect
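Cell-based HTRF cAMP assay; TSHR cells + compound, TSH EC80 (4nM final), 2 h, 37 deg C. Lysis with anti-cAMP cryptate and cAMP-d2, 30 min RT, read 665/620 nm.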
Chronic BCR inh – chronic active BCR signaling inhibition; ABC-DLBCL IkBa-CBG/CBR reporter, luminescence ratio, 4 h; 340,000 tested, 0.05% active; Potency, µM (series often up to 46.1 µM), inactives show at the top dose ratio change, negative = lower green/red ratio, hits mostly inhibitors; active = well fitted inhibition curve with a large enough effect in the signal ratio, with a control signal flat, not every such curve was filed as active; inconclusive = small, poorly fitted or top-dose-only effect, or effect the other way, or a change in a side signal; the % refers to the signal ratio;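 note: potency is the fitted concentration of half-maximal effect; plate controls were basal doxycycline-induced cells for no effect and cells given 10 µM MG132 for full effect; MG132 reads +100%, hits lower the ratio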
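Compounds up to 46 uM were incubated four hours with TMD8 cells whose green CBG68 luciferase is fused to IkappaBalpha; red CBR luminescence normalised the signal, and concentration-effect curves were fitted to fusion, red and ratio data.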
Eya2 phos inh – inhibitors of human Eya2 phosphatase activity | O00167 | recombinant Eya2, OMFP fluorescence dephosphorylation (OMFP is methylfluorescein phosphate) | Potency, µM (doses to about 76.9 µM), inactives show top-dose activity, negative = inhibition, most hits filed as inhibitors | 330,000 tested, 0.006% active | AID 488837; note: potency is the fitted concentration of half-maximal effect; % is set by controls: 0 for no effect and ±100 for the full control effect
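Eya2 protein (added as 0.2 uM solution) was preincubated with compound for 10 min at ambient temperature in 50 mM HEPES pH 7.5, 50 mM NaCl, 5 uM MgCl2, 0.05% BSA, 1 mM DTT. OMFP (added at 50 uM) then reacted 10 min; fluorescence read at 485/525 nm.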
USP2a block – blocks human ubiquitin-specific protease USP2a | Potency, µM (titrated, usually from 38.3 µM), for the others: top-dose activity change, negative = inhibition, most hits filed as inhibitors | O75604 | USP2 core, Ub-CHOP2 coupled fluorogenic reporter, 485/531 | AID 463254 | 330,000 tested, 0.01% active;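 note: potency is the fitted concentration of half-maximal effect; plate controls were DMSO wells for no effect and full inhibition by NEM control for full effect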
Target sequence (O75604 whole entry, looked up): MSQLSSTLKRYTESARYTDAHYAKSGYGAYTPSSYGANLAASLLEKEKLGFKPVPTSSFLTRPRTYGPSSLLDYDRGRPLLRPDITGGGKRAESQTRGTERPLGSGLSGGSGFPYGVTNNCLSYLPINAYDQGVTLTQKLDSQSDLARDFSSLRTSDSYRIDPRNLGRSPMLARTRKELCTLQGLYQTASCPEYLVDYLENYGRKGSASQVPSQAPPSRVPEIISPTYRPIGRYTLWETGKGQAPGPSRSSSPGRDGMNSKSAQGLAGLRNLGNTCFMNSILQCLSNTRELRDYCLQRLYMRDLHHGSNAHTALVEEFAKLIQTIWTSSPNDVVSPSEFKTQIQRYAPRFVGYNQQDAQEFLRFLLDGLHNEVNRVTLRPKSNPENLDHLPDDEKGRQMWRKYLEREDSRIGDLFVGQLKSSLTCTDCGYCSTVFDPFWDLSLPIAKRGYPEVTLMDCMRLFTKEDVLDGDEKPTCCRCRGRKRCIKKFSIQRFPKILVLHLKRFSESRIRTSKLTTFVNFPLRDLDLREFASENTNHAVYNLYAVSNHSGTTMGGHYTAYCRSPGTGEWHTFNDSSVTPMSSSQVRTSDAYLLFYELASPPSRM
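Cell-free coupled assay: 10nM USP2 core preincubated 30min RT with compound in Tris-HCl pH 8.0/CaCl2/CHAPS buffer, then 25nM Ub-CHOP2 and 25nM reporter substrate; fluorescence (Ex 485/Em 531) read after 60min RT, normalized to NEM inhibition, concentration-response curves fitted.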
MBNL1 CUG block – MBNL1-poly(CUG) RNA binding inhibition. 280,000 tested, 0.036% active. Potency, µM (top dose mostly 57.5 µM), without a hit: top-dose activity change, negative = inhibition, most hits filed as inhibitors. Q9NR56. TR-FRET MBNL1-His/biotin-(CUG)12 binding, 665/545 ratio; active = well fitted inhibition curve with a large enough effect in the signal ratio, with a control signal flat, not every such curve was filed as active; inconclusive = small, poorly fitted or top-dose-only effect, or effect the other way, or a change in a side signal; inactive = no such curve, though single readings can be large or run the other way; the % refers to the signal ratio; note: potency is the fitted concentration of half-maximal effect; % is set by controls: 0 for no effect and ±100 for the full control effect
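Ratiometric TR-FRET (665 over 545 nm, excitation 340 nm) tracks disruption of MBNL1-His/biotin-(CUG)12 complex after 60 min at room temperature, with compounds at 92 nM to 58 uM final.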
Mito fusion act – blocks mitochondrial division or promotes mitochondrial fusion | S. cerevisiae fusion-defective mutant growth rescue, CellTiterGlo 48 h | Potency, µM (series often up to 46.1 µM), for inactives: top-dose growth rescue (activation), most hits filed as activators | 320,000 tested, 0.23% active | AID 485298;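 note: potency is the fitted concentration of half-maximal effect; % of control where 0% means no effect; nearly all actives have a fitted effect of over 45% in size; temperature-sensitive fusion mutants such as fzo1-1 at 37 °C on non-fermentable ethanol glycerol medium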
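Yeast fusion mutant, YPEG (non-fermentable carbon), compound, 48 h at 37C non-permissive; CellTiterGlo added, 10 min RT, luminescence read. Rescued growth = division inhibition.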
Menin-MLL TR inh – menin-MLL binding inhibition, Texas Red mutant peptide; 270,000 tested, 0.23% active; Potency, µM (titrated, usually from 61.6 µM), for inactives: top-dose FP activity change, negative = inhibition, most hits filed as inhibitors; Menin + Texas Red MLL mutant peptide, fluorescence polarization; O00255; AID 1768; active = well fitted inhibition curve with a large enough effect in the polarisation, with a control signal flat, not every such curve was filed as active; inconclusive = small, poorly fitted or top-dose-only effect, or effect the other way, or a change in a side signal; inactive = no such curve, though single readings can be large or run the other way; the % refers to the polarisation; note: potency is the fitted concentration of half-maximal effect; % of control where 0% means no effect; many of its hits are not listed in these tables
hERG WT inh – blocks the wildtype human KCNH2 potassium channel. Q12809. U2OS, BacMam KCNH2, thallium flux FluxOr; active compounds read low. activity change, % at 1.84 µM. 340,000 tested, 0.37% active. AID 720551;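 active = maximum activity change below -70%; inconclusive = maximum activity change between -70% and -50%; inactive = maximum activity change above -50%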; note: % is set by controls: 0 for no effect and ±100 for the full control effect
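U2OS cells were transduced with wild-type KCNH2 virus (2.03 x 10^8 / mL) for 4 h at room temperature, then cultured overnight at 37 C. Thallium flux was read with FluxOr dye. Rate constants were normalized to DMSO controls.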
GALK inhibitor – inhibitors of human galactokinase | Purified GALK, Kinase-Glo residual ATP luminescence | 270,000 tested, 0.007% active | P51570 | Potency, µM (doses to about 57.5 µM), without a hit: at the highest dose activity change, negative = inhibition, most hits filed as inhibitors; note: potency is the fitted concentration of half-maximal effect; % is set by controls: 0 for no effect and ±100 for the full control effect
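Galactose (100 uM) and ATP (35 uM) were turned over by 5 nM GALK for 1 h at RT. Kinase-Glo Plus then converted the remaining ATP into a luminescent signal.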
Active calls of the source: *; i = inactive; ? = inconclusive; . = not tested or not shown; [ ] = dose if it differs, or a comment. Unless noted, calls come from the whole dose curve; as a rule, active = well fitted curve in the direction sought with a large enough effect; inconclusive = small, poorly fitted or top-dose-only effect, or another doubt; inactive = no such curve, though single readings can be large; an effect the other way counts as inactive or inconclusive.

Each structure is followed by: ASM inhibitor	PKM2 act	TSHR antag	Chronic BCR inh	Eya2 phos inh	USP2a block	MBNL1 CUG block	Mito fusion act	Menin-MLL TR inh	hERG WT inh	GALK inhibitor
CC1(c2cccc(Br)c2)NC(=O)N(CC(=O)Nc2ccc3c(c2)OCCO3)C1=O (stereo not drawn)
  -2%	.	.	1%	-14%	-3%	.	.	.	-4	.
COc1ccc(C(=O)OCc2c(C)noc2C)cc1
  1%	1%	-7	?	-10%	-1%	-3%	6%	-9%	-7	-3%
CCc1c(O)nc(SCC(=O)Nc2nc3ccccc3s2)n(-c2ccc(C)cc2)c1=O
  -29%	5%	-5	?	7%	1%	2%	0%	.	2	-1%
Cc1ccc(/C=C2\SC(=S)N(CCCC(=O)N3CCOCC3)C2=O)cc1
  -29%	-21%	-16	?	7%	-3%	15%	-6%	.	-18	6%
CC1CN(CCOCCSc2ccc(Cl)cc2)CC(C)O1 (stereo not drawn)
  3%	1%	4	-4%	-27%	-1%	3%	18%	-6%	2	-2%
CCCS(=O)(=O)c1nc(S(=O)(=O)c2ccc(C)cc2)c(NCc2ccco2)s1
  -2%	6%	-30	3%	0%	1%	0%	8%	11%	13	0%
CCCCn1c2c(c(=N)c3c1CCC3)CCC2
  -1%	-9%	3	-1%	-2%	0%	0%	4%	3%	-47	4%
Cc1nnc(SCC(=O)NNC(=O)c2ccco2)n1-c1cccc(Cl)c1
  4%	.	16	0%	1%	1%	0%	-4%	-19%	-8	8%
COC(=O)CCCC(=O)N1CCCC(N(C)CCc2ccccc2)C1 (stereo not drawn)
  -2%	0%	16	-1%	14%	4%	-7%	1%	5%	26	-5%
CN1CCN(CC(=O)NC2CCCCC2)CC1
  4%	2%	-2	-16%	18%	-6%	1%	-4%	1%	-20	0%
O=C(NCCCN1CCOCC1)/C(=C/c1cccnc1)NC(=O)c1ccccc1
  1%	-1%	32	13%	-2%	-1%	-6%	-3%	-15%	-4	1%
COC(=O)COc1ccc(S(=O)(=O)N2CCCCCC2)cc1
  2%	-4%	0	-2%	5%	1%	4%	1%	0%	13	-1%
CN(C(=O)CSc1nnc(Cc2ccccc2F)n1N)C1CCCCC1
  -2%	.	-1	7%	-22%	1%	.	.	.	-4	.
COc1ccc(CCC(=O)N2c3ccccc3CC2C)cc1 (stereo not drawn)
  -2%	-3%	-13	?	-15%	0%	-1%	6%	-1%	-18	0%
CC(=O)[C@@]1(O)CC[C@H]2[C@@H]3CCC4=CC(=O)CC[C@]4(C)[C@H]3[C@@H](O)C[C@@]21C
  -1%	-4%	7	?	-12%	6%	-7%	0%	3%	-27	-2%
CN(Cc1ccncc1)C1CC(=O)N(c2ccc(F)cc2)C1=O (stereo not drawn)
  1%	-16%	3	-1%	4%	3%	2%	-1%	-2%	.	-1%
O=C(CNC(=S)NC(=O)C1CCCCC1)c1ccccc1
  4%	-1%	-6	0%	13%	0%	5%	-7%	10%	2	3%
O=C(O)CC(NC(=O)CC(c1ccccc1)c1ccccc1)c1cccc([N+](=O)[O-])c1 (stereo not drawn)
  3%	.	-4	3%	5%	3%	15%	2%	9%	-14	1%
CN(CC(=O)Nc1cccc([N+](=O)[O-])c1)S(=O)(=O)c1ccccc1
  2%	-2%	-3	2%	6%	1%	?	-2%	1%	9	6%
CCCOc1ccc(N2C(=O)CC(N3CCN(C(=O)c4ccco4)CC3)C2=O)cc1 (stereo not drawn)
  3%	2%	-1	-2%	10%	0%	-3%	-1%	-14%	-8	0%
Cc1ccc(NC(=O)CN2C(=O)S/C(=C\c3cc(C)n(C)c3C)C2=O)cc1
  35%[activator]	6%	1	1%	-20%	0%	7%	-2%	-2%	-1	.
Cc1ccccc1-n1c2nc(=O)n(C)c(=O)c-2cc2ccccc21
  i	-2%	2	6%	-2%	-2%	?	1%	.	1	-1%
O=C(NCc1ccccc1CN1CCCC1)c1ccc(Cl)c(N2CCCC2=O)c1
  7%	.	1	-1%	2%	-1%	.	-1%	.	2	.
COc1ccccc1/C=N/NC(=O)C1=NNC(c2ccccc2)(c2ccccc2)C1
  .	0%	-1	-17%	12%	0%	0%	-6%	9%	.	-4%
CCOC(=O)C1=C(C)N=c2s/c(=C\c3ccc(OCC(=O)O)cc3)c(=O)n2C1c1ccccc1 (stereo not drawn)
  20%	-1%	5	2%	1%	-3%	?	-2%	?	8	-9%
Cc1ccc(CN(C)S(=O)(=O)c2c(C)noc2/C=C/N(C)C)cc1
  3%	2%[0.46 µM]	-13	21%	2%	-1%	1%	12%	6%	-8	-1%
CN1C(=O)N(CC(=O)Nc2nccs2)C(=O)C12CCCCC2
  2%	.	35	3%	15%	0%	.	-3%	.	-2	.
COc1ccc2oc3ccc(OC)cc3c(=O)c2c1
  338%[activator]	-7%	-4	3%	-3%	2%	-5%	-1%	-1%	2	2%
O=C(NCc1cccnc1)/C(=C/c1ccccc1)NC(=O)c1ccccc1
  -1%	-2%	-2	3%	5%	4%	-10%	3%	-1%	0	8%
Cc1cc(-c2ccc(C(C)C)c(S(=O)(=O)N3CCN(c4ccccn4)CC3)c2)on1
  -26%	.	-41	-2%	-3%	0%	-13%	11%	31%[activator]	8	3%

Reprinted at random: 3 entries already listed, in no set order.
Each structure is followed by: ASM inhibitor	PKM2 act	TSHR antag	Chronic BCR inh	Eya2 phos inh	USP2a block	MBNL1 CUG block	Mito fusion act	Menin-MLL TR inh	hERG WT inh	GALK inhibitor
Cc1ccc(NC(=O)CN2C(=O)S/C(=C\c3cc(C)n(C)c3C)C2=O)cc1
  35%[activator]	6%	1	1%	-20%	0%	7%	-2%	-2%	-1	.
COc1ccc(C(=O)OCc2c(C)noc2C)cc1
  1%	1%	-7	?	-10%	-1%	-3%	6%	-9%	-7	-3%
CCc1c(O)nc(SCC(=O)Nc2nc3ccccc3s2)n(-c2ccc(C)cc2)c1=O
  -29%	5%	-5	?	7%	1%	2%	0%	.	2	-1%

Structures above with a COOH group (2):
Each structure is followed by: ASM inhibitor	PKM2 act	TSHR antag	Chronic BCR inh	Eya2 phos inh	USP2a block	MBNL1 CUG block	Mito fusion act	Menin-MLL TR inh	hERG WT inh	GALK inhibitor
O=C(O)CC(NC(=O)CC(c1ccccc1)c1ccccc1)c1cccc([N+](=O)[O-])c1 (stereo not drawn)
  3%	.	-4	3%	5%	3%	15%	2%	9%	-14	1%
CCOC(=O)C1=C(C)N=c2s/c(=C\c3ccc(OCC(=O)O)cc3)c(=O)n2C1c1ccccc1 (stereo not drawn)
  20%	-1%	5	2%	1%	-3%	?	-2%	?	8	-9%

Remaining list, next part
Each structure is followed by: ASM inhibitor	PKM2 act	TSHR antag	Chronic BCR inh	Eya2 phos inh	USP2a block	MBNL1 CUG block	Mito fusion act	Menin-MLL TR inh	hERG WT inh	GALK inhibitor
c1cncc(-c2nc(N3CCCCCC3)c3ccccc3n2)c1
  3%	-8%	18	-1%	-13%	-9%	-2%	-4%	11%	-12	0%
O=C(COC(=O)/C=C/c1cccc([N+](=O)[O-])c1)NCCCN1CCCC1=O
  -2%	-2%	2	?	-3%	1%	?	1%	0%	4	7%
Cc1sc2ncn(CC(=O)N3CCCCC3)c(=O)c2c1C
  -1%	-1%	1	0%	-5%	1%	3%	-6%	-3%	4	0%
O=C(SCC(O)C(O)CS)c1cccs1 (stereo not drawn)
  -9%	-2%	12	-3%	-1%	0%	-6%	25%	.	-4	2%
Cc1ccc(C(=O)N2CCN(c3ccccc3Cl)CC2)cc1[N+](=O)[O-]
  -5%	10%	4	1%	-4%	-1%	9%	15%	-17%	-1	-1%
O=C(NC1CCCC1)c1cccc(Oc2ccccc2)c1
  4%	-31%	-9	?	5%	0%	-2%	-2%	-10%	7	0%
O=C1c2ccccc2C(=O)N1OCc1ccccc1
  -1%	-11%	7	0%	11%	-1%	?	-8%	2%	14	1%

High-throughput results from PubChem.

Some of the compounds tested; count on the stated rates, not on these rows.
